DT40 TDP1 no CPT: qHTS for Inhibitors of human tyrosyl-DNA phosphodiesterase 1 (TDP1): qHTS in cells in absence of CPT | DT40 Tdp1-/- hTDP1 cells, no CPT, ATP luminescence, 48 h | 15% of 420,000 active | Potency, µM (top dose mostly 46.2 µM), without a hit: top-dose activity change, negative = growth inhibition, usual class: inhibitors; further: nearly all actives have a fitted effect of over 55% in size
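Chicken DT40 Tdp1-/- cells stably complemented with human TDP1 were seeded at 400 cells/well with DMSO in place of 20 nM camptothecin. After compound pinning, cells grew at least 48 hr at 37 °C; viability read by CellTiter-Glo luminescence.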
GCN5L2 inh: qHTS Assay for Inhibitors of GCN5L2 | Histone acetyltransferase KAT2A (Homo sapiens), Q92830 | GCN5L2 HAT assay, ThioGlo1 CoA-SH fluorescence | Potency, µM (doses to about 58.9 µM), without a hit: at the highest dose activity change, negative = inhibition, most hits filed as inhibitors | 0.21% of 390,000 active | AID 504327, 2011
Target sequence (Q92830 whole entry, looked up): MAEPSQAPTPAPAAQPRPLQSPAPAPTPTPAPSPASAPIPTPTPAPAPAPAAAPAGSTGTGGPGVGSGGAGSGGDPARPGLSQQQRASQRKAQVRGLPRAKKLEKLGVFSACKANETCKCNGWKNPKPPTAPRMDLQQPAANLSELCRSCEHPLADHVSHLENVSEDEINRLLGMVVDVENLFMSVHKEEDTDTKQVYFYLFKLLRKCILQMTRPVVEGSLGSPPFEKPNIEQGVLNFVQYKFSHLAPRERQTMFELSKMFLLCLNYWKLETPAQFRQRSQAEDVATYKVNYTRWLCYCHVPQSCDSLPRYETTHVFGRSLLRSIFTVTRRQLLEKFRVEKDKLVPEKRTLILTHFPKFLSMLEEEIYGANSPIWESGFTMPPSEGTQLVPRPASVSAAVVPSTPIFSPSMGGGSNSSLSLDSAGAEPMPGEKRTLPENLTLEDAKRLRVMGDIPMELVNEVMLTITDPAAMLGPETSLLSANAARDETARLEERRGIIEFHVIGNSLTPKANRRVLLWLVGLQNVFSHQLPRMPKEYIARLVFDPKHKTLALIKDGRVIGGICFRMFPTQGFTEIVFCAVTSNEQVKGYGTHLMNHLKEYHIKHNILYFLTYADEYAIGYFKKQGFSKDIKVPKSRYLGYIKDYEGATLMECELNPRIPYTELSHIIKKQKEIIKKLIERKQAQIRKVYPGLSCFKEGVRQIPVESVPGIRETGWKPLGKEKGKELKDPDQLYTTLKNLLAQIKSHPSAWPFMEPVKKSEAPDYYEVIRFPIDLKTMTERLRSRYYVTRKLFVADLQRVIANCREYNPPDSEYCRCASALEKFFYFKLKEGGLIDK
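ThioGlo1-coupled HAT assay: 20nM GCN5L2, 70uM acetyl-CoA, 75uM H3(1-25) peptide, pH 7.5. Fluorescence read at 340/540nm at start and after 20 min at room temperature.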
TDP1 cell CPT: qHTS for Inhibitors of human tyrosyl-DNA phosphodiesterase 1 (TDP1): qHTS in cells in presence of CPT; 12% of 420,000 active; AID 686979, 2013; chicken DT40 Tdp1-/-;hTDP1 cells + 20 nM CPT, ATP luminescence, 48 h; Potency, µM (titrated, usually from 46.2 µM), for the others: top-dose activity change, negative = growth inhibition, hits mostly inhibitors; further: nearly all actives have a fitted effect of over 55% in size
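Chicken DT40 Tdp1-/- cells complemented with human TDP1, 400 cells/well, exposed to compounds plus 20 nM camptothecin for at least 48 h at 37 C; viability read as ATP content by CellTiter-Glo luminescence.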
Starred values were filed as active, the others as inactive; ? = inconclusive; · = no result given; ! = not confirmed by another sample; [ ] = remark or other dose. The call rests on the fitted dose curve; in most records, active means well fitted curve in the direction sought with a large enough effect; inconclusive means small, poorly fitted or top-dose-only effect, or another doubt; inactive means no such curve, though single readings can be large; an effect the other way counts as inactive or inconclusive. On the % scale 0 is the no-effect control and ±100 the full control effect; potency means the concentration at half of the fitted maximal effect.

SMILES | DT40 TDP1 no CPT | GCN5L2 inh | TDP1 cell CPT
CCC(Oc1ccccc1OC)C(=O)Nc1ccc2c(c1)OCCO2 (stereo not given) | 12.3% | -0.7% | 3.4%
Cc1ccccc1N1CCN(C(=O)C2CCCCC2)CC1 | ? | -23.2% | 0.7%
Cc1cc(=O)oc2c1ccc1oc(/C(=N/O)c3ccccc3)c(C)c12 | 25.9µM* | -11.6% | 20.6µM*
O=C(Nc1cc2c3c(c1)CC(=O)N3CCC2)c1ccccc1F | -7.3% | -2.6% | 12.0%
CCN(CC(=O)NCc1ccc(Cl)cc1)S(=O)(=O)c1ccc(NC(C)=O)cc1 | ? | -11.0% | ?
COc1ccc(CNC(=O)C2CCCN2c2nc(C)c3ccccc3n2)cc1 (stereo not given) | -20.5% | · | -0.2%[9.04 µM]
O=C(NCc1cccnc1)C1CCN(C(=O)c2ccc(Cl)cc2Cl)CC1 | -12.2% | -4.2% | -14.6%
O=c1c(Cc2ccccc2)c(O)c2cccc3c4c(n1c23)CCCC4 | -1.1% | 0.1% | 2.7%
O=C(CCCCCn1c(=S)[nH]c2ccc(N3CCOCC3)cc2c1=O)NCc1ccccc1Cl | ? | -6.2% | ?
Cc1ccsc1CN(C(=O)COc1ccc(Cl)cc1)C1CCS(=O)(=O)C1 (stereo not given) | -28.2% | -6.6% | ?
COc1ccc(-c2cc3ccccc3n2CC(O)CN2CCC(C)CC2)cc1 (stereo not given) | 23.1µM* | -8.1% | ?
COc1ccc(C2CC(c3cccs3)=NN2C(=O)c2ccc(Br)o2)cc1 (stereo not given) | ? | -12.8% | 23.1µM*
COc1ccc(C2(C)NC(=O)N(CC(=O)Nc3ccc(Br)cc3F)C2=O)cc1OC (stereo not given) | -8.2% | -2.7% | 2.7%
Cc1ccc(S(=O)(=O)NC2CCCCCCC2)cc1 | ? | -12.2% | -26.8%
CS(=O)(=O)Nc1cccc(-c2nc(N3CCNCC3)c3ccccc3n2)c1 | ? | -17.7% | ?

In the list so far, these have fluorine.
SMILES | DT40 TDP1 no CPT | GCN5L2 inh | TDP1 cell CPT
O=C(Nc1cc2c3c(c1)CC(=O)N3CCC2)c1ccccc1F | -7.3% | -2.6% | 12.0%
COc1ccc(C2(C)NC(=O)N(CC(=O)Nc3ccc(Br)cc3F)C2=O)cc1OC (stereo not given) | -8.2% | -2.7% | 2.7%

Carrying on:
SMILES | DT40 TDP1 no CPT | GCN5L2 inh | TDP1 cell CPT
CCOC(=O)C1=C(COC(=O)c2sccc2C)NC(=O)NC1C (stereo not given) | -8.3% | -0.7% | 9.1%
CCCCN(C(=O)COc1ccc(NC(C)=O)cc1)C1CCS(=O)(=O)C1 (stereo not given) | -5.2% | -4.2% | -15.7%
COc1cccc(NC(CNS(=O)(=O)c2ccc(Cl)cc2)c2ccccc2)c1 (stereo not given) | 16.4µM* | 6.2% | ?
CCCCN(C=O)c1c(CC)nc2c(OCc3ccc(Cl)cc3Cl)cccn12 | 9.2µM* | · | 20.6µM*
Cc1ccc(C)n1NC(=O)c1ccc(O)cc1 | -0.4% | -16.9% | -4.7%
O=C(CSc1nc2ccccc2s1)NCC1CCCO1 (stereo not given) | -7.1% | 0.3% | -9.9%
O=C(CSc1ccccc1)Nc1ccc(N2CCN(c3ccccc3)CC2)c(F)c1 | 1.6% | 7.2% | 1.8%
CC1CCc2c(sc3nnn(Cc4ccc(F)cc4)c(=O)c23)C1 (stereo not given) | 25.9µM* | -7.2% | 3.26µM*
CN(C)c1ccc(C(=O)OCC(=O)c2cccs2)cc1 | -22.3% | -7.5% | -26.4%
CCOC(=O)N1CCN(C(=O)CSCC(=O)Nc2nc(-c3ccccc3)cs2)CC1 | ? | -3.3% | 20.6µM*
NC(C(=O)O)c1cccc(O)c1 (stereo not given) | -10.8% | -0.9% | 10.4%
Cc1nn(C(C)C(=O)NCc2ccccc2)c(C)c1[N+](=O)[O-] (stereo not given) | -0.8% | -5.3% | -25.2%
CCCOC1CCCN(C(=O)CCCn2nnnc2CN2CCOCC2)C1 (stereo not given) | 6.5% | -2.6% | 2.4%
CSCC[C@H](N)C(=O)NC[C@H]1O[C@@H](n2cnc3c(N)ncnc32)[C@H](O)[C@@H]1O | -14.5% | 1.0% | -19.6%
Cc1cccc(C)c1NC(=O)CNC(=O)Cc1ccccc1[N+](=O)[O-] | -12.3% | -1.5% | -0.6%
N#Cc1ccccc1Cn1c(=O)n(-c2ccc(CC(=O)NCc3ccco3)cc2)c(=O)c2sccc21 | -24.8% | -2.0% | -16.0%
CCOC(=O)C1CCN(C(=O)c2sccc2Cl)CC1 | -2.0% | -9.4% | 4.5%
CSCC[C@H](NC(=O)CCn1nnc2ccccc2c1=O)C(=O)O | -1.1% | -3.7% | -13.1%
CC(=O)c1cnc2cc(-c3ccc(Cl)cc3)nn2c1C | ? | -0.2%[0.501 µM] | -26.9%
Cc1nn(CC(=O)NC2CC2)c(C)c1S(=O)(=O)N(C)C | -19.7% | · | -5.8%
CCOC(=O)c1ccc(CSc2ncn[nH]2)o1 | -22.3% | -1.3% | -0.8%
Cc1cc(NC(=O)/C=C/c2ccccc2Cl)no1 | -22.7% | -0.2% | -0.9%
O=[N+]([O-])c1cc([N+](=O)[O-])c(Oc2cccc3c2CCCC3)cc1NN1CCCCC1 | 8.6% | · | -9.0%
CC1CCCC(C)N1C(=O)CSc1nnc(COc2cccc3cccnc23)o1 (stereo not given) | ? | 0.0% | -26.1%
Cc1cccc(-c2noc(CCC(=O)NCC3CCCO3)n2)c1 (stereo not given) | 5.8% | 3.7% | -15.8%
CC(C)(C)c1ccc(C(=O)NCCCn2ccnc2)cc1 | -9.8% | 0.9% | -16.9%
CC(C)(C)NC(=O)CSc1ncnc2c1nnn2Cc1ccccc1Cl | ? | -13.6% | ?
O=C(NCc1ccc(F)cc1)c1cccc(NC2=NC3CS(=O)(=O)CC3S2)c1 (stereo not given) | 2.6% | -1.1% | -10.7%
Cc1ccccc1NC(=O)Cc1ccccc1 | -6.5% | -3.3% | -0.3%
NCCc1nnc(SCc2ccccc2F)o1 | -9.9% | -2.7% | ?
O=C(CSc1nc2cc3ccccc3cc2[nH]1)Nc1ccc(F)cc1 | 23.1µM* | -8.0% | ?
COC(=O)c1c(S(N)(=O)=O)c2ccccc2n1C | -25.2% | 0.8% | 8.0%
COCCNC(=O)CN1N=C(c2ccc(C)cc2)CCC1=O | -11.9% | -7.7% | -7.3%
C=CCc1ccc(OCCCCCN2CCOCC2)c(OC)c1 | -26.2% | 0.9% | -17.2%
CCOc1nc(N2CCOCC2)nc(N2CCOCC2)n1 | ? | -1.6% | 3.7%
COC(=O)C1=CN(c2ccc(F)cc2)C(N)=C(C#N)C1c1ccccc1 (stereo not given) | 20.6µM* | · | ?
CC(C)(C)NC(=O)CN(C(=O)c1csnn1)c1cccc2c1CCCC2 | -21.8% | -2.7% | -4.5%
CCCCCCOc1ccc(N2C(=O)CC(SC(=NCC)NCC)C2=O)cc1 (stereo not given) | -1.5% | 1.1% | -5.0%
COCCN(C(=O)c1csnn1)C(C(=O)NC1CCCCC1)c1ccccc1F (stereo not given) | ? | -1.6% | -20.4%
O=C(O)c1cccnc1SCC(=O)C12CC3CC(CC(C3)C1)C2 | 18.0% | -1.0% | -9.8%
Cc1n[nH]c(C)c1CCCCOc1ccccc1 | ? | -8.8% | ?
C[C@@H]1CN([C@H](C)CO)C(=O)c2cccc(NC(=O)NC3CCCCC3)c2O[C@@H]1CN(C)C(=O)Nc1ccc(C(F)(F)F)cc1 | ? | -10.6% | 16.4µM*
COc1ccc(C)cc1NC(=O)c1nn(C)cc1Br | ? | 0.4% | -17.7%
CC(=O)Nc1cccc(NC(=O)CCN2C(=O)c3ccccc3S2(=O)=O)c1 | -5.5% | -1.6% | 1.9%
CN1CCN(CC(=O)Nc2sc3c(c2C(=O)Nc2ccccc2)CCCC3)CC1 | ? | -12.4% | ?

Random excerpt: six records from the list, in no set order.
SMILES | DT40 TDP1 no CPT | GCN5L2 inh | TDP1 cell CPT
COC(=O)c1c(S(N)(=O)=O)c2ccccc2n1C | -25.2% | 0.8% | 8.0%
CC(=O)Nc1cccc(NC(=O)CCN2C(=O)c3ccccc3S2(=O)=O)c1 | -5.5% | -1.6% | 1.9%
COC(=O)C1=CN(c2ccc(F)cc2)C(N)=C(C#N)C1c1ccccc1 (stereo not given) | 20.6µM* | · | ?
CC(C)(C)NC(=O)CN(C(=O)c1csnn1)c1cccc2c1CCCC2 | -21.8% | -2.7% | -4.5%
O=C(O)c1cccnc1SCC(=O)C12CC3CC(CC(C3)C1)C2 | 18.0% | -1.0% | -9.8%
C=CCc1ccc(OCCCCCN2CCOCC2)c(OC)c1 | -26.2% | 0.9% | -17.2%

(more compounds)
SMILES | DT40 TDP1 no CPT | GCN5L2 inh | TDP1 cell CPT
O=C1NC[C@@H](CCCCN2C[C@H](Cc3ccccc3)N(CC3CCCCC3)C(=O)C2=O)N(Cc2ccccc2)C1=O | -20.6% | · | 0.2%
CCN(CC)CCSc1nnc2c3ccccc3n(Cc3ccccc3)c2n1 | 16.4µM* | -13.3% | 23.1µM*
CC1(C(=O)NCc2ccccc2Br)CCN1Cc1ccc(-c2ccccc2)o1 (stereo not given) | ? | · | ?
COc1ccc(CN2CC[C@H]3C=CC[C@@H](C(=O)Nc4ccccc4)[C@H]3C2=O)cc1OC | 10µM*! | · | ?
CCCCOc1ccc(S(=O)(=O)NC(=O)C2(C)CCN2C(=O)c2c(C)noc2C)cc1 (stereo not given) | -12.0% | · | -19.9%
O=C(CN(c1ccccc1)S(=O)(=O)c1ccc(F)cc1)NC1CCCCCC1 | -27.9% | 3.9% | -9.3%
CCc1ccccc1Nc1nc(N)nc(COC(=O)C2=COCCO2)n1 | 15.1% | -1.4% | -10.9%
Cc1ccc(-n2ncc3c(Nc4cccc(C)c4C)ncnc32)cc1 | ? | 3.5% | ?
CCN(CC)C(=O)C1=C(C)N(Cc2ccccc2)C(=O)C(CC(=O)NCCc2ccccn2)C1 (stereo not given) | -11.6% | · | -3.3%
COc1ccc(OC)c(S(=O)(=O)NCCc2csc3nc(-c4ccccc4)nn23)c1 | ? | -4.2% | -26.7%
COCCOc1cc(N2C(=O)CSCC2=O)c(Cl)cc1Cl | -1.5% | -4.6% | -5.7%
Cc1ccc(NC(=O)C2c3ccccc3-c3ccccc32)cc1 | ? | · | 6.51µM*
CCN(CCCNC(=O)c1c(C)cc(=O)oc1C)c1cccc(C)c1 | -20.1% | -2.8% | ?
O=C(/C=C/Nc1ccccc1C(F)(F)F)c1ccco1 | -23.9% | -6.4% | 4.1%
O=C(c1ccc(OC2CCN(CCc3ccccc3)CC2)cc1)N1CCC(CO)CC1 | 14.3% | -6.9% | -6.2%
COC(=O)C1C(c2ccc(N(C)C)cc2)C(C(=O)OC)S(=O)(=O)CS1(=O)=O (stereo not given) | 6.6% | 0.0% | 3.6%
CN(C1CCCC1)C1CCN(C(=S)Nc2cc(F)cc(F)c2)CC1 | 5.3% | 0.1% | 9.1%
CC(C)c1ccc(Cn2ccc3c4c(N)nc(NC5CC5)nc4ccc32)cc1 | 3.35µM* | ? | 4.73µM*
COc1ccc(CSc2nnc(-c3ccncc3)n2N)cc1 | -13.3% | 0.0% | 9.2%
Cc1c(CCO)c(=O)n2n1CCCC2 | -3.8% | · | -11.2%
CCCCn1c(N)c(N(CCC(C)C)C(=O)CC2CCCC2)c(=O)[nH]c1=O | -17.8% | -1.4% | 5.0%
CNCCCC1c2ccccc2C=Cc2ccccc21 | 23.1µM* | -6.1% | ?
CC1=C(C(=O)OC(C)C)[C@@H](c2cccc3nonc23)C([N+](=O)[O-])=C(C)N1 | 14.6µM* | 3.9% | ?
O=C(CN1C(=O)NC(CCc2ccccc2)C1=O)NC1CC1 (stereo not given) | -0.4% | -6.3% | 4.6%
CC1C/C(=N/NC(=O)c2cccc(F)c2)c2ccc(O)cc2C1 (stereo not given) | ? | -3.0% | 22.4µM*
COc1ccc(S(=O)(=O)N2CCN(CC(O)COc3ccc(C#N)cc3)CC2)cc1OC (stereo not given) | ? | -6.7% | -15.3%
O=C(C[n+]1cccc(/C=N/O)c1)N1CCCCCC1 | 8.9% | -4.1% | 4.9%
CCOc1ccc(CNC(=O)c2cccc(NC(=O)C3=C(C)OCCS3)c2)cc1 | ? | -29.0% | ?
CC(=O)Nc1ccc(S(=O)(=O)N2CCCC(C(=O)O)C2)cc1 (stereo not given) | 0.3% | -8.7% | 23.7%
O=C(NCCc1nnc2ccc(NCCCN3CCOCC3)nn12)c1ccccc1 | -4.3% | -3.5% | -2.0%
Cc1cnc(CNc2ncnc3ccc(-c4c(C)noc4C)cc23)cn1 | ? | -10.5% | ?
COc1ccccc1-n1c(=O)c2c3c(sc2n2c(SC(C)C)nnc12)CCC3 | ? | -18.8% | ?
COc1cc(/C=N/NC(=O)c2ccc(COc3ccccc3Cl)o2)cc(Br)c1O | ? | -4.3% | ?

Source: PubChem BioAssay
